Rv3671c protease: Rv3671c (M. tuberculosis) protease inhibition; P9WHR9; actives 0.048% (n = 320,000); inhibition, % at 5.96 µM; in the data active means inhibition above about 38%;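 further: extracellular domain of Rv3671c used as enzyme; 0% = enzyme with DMSO and 100% = no enzyme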
Mtb BioA inh: blocks M. tuberculosis BioA enzyme activity | purified M. tuberculosis BioA enzyme, plate reader | inhibition, % at 9.99 µM | actives 0.096% (n = 360,000) | AID 602481; in the data active means inhibition above about 40%; inconclusive means no clear call, values can overlap the other calls
GDH-TPI inh: inhibits GDH-TPI coupling enzymes, artifact for Mtb FBA screen. GDH-TPI coupled enzyme counterscreen, NADH absorbance. inhibition, % at 4.8 µM. actives 1.2% (n = 360,000);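 further: 0% = DMSO wells and 100% = wells lacking the enzyme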
MazEF act: increases E. coli MazEF RNase cleavage of RNA | P0AE70 | FAM/BHQ RNA-DNA oligo cleavage fluorescence, 5 h | activation, % at 20 µM | actives 0.32% (n = 350,000); in the data active means activation above about 50%
Target sequence (P0AE70 whole entry, looked up): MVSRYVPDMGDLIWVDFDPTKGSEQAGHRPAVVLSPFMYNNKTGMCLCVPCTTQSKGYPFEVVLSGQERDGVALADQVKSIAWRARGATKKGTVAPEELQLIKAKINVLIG
BoNT-F LC inh: BoNT F light chain protease inhibition; Multiplex microsphere protease cleavage assay, flow cytometry; inhibition, % at 10 µM; actives 0.22% (n = 360,000); AID 588497; in the data active means inhibition above about 35%, passing the limit was not always enough; inconclusive means no clear call, values can overlap the other calls; further: plate controls were buffer without enzyme for full effect and enzyme alone for no effect
UGM FP inh: Mtb UDP-galactopyranose mutase inhibition; P9WIQ1; purified UGM, fluorescence polarization probe displacement; inhibition, % at 10 µM; actives 0.06% (n = 320,000); AID 504406; in the data active means inhibition above about 10%, passing the limit was not always enough; inconclusive means no clear call, values can overlap the other calls
Target sequence (P9WIQ1 whole entry, looked up): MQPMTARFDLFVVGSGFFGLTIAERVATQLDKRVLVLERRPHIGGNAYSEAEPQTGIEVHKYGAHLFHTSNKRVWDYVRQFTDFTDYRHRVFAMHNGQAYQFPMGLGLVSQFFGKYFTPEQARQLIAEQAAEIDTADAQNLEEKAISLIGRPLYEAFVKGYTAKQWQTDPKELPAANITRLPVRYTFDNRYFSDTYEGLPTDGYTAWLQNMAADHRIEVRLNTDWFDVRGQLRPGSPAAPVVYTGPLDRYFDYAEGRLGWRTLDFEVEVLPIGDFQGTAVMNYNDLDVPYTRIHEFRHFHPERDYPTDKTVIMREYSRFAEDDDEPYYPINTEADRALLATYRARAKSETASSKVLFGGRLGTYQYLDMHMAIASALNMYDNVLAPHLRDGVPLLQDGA
Mtb FBA inh: inhibits M. tuberculosis FBA enzyme; purified M. tuberculosis FBA, fluorescence read-out; inhibition, % at 1 µM; actives 2.3% (n = 360,000); AID 588726; in the data active means inhibition above about 27%;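 further: 0% = vehicle and 100% = reference inhibitor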
Target sequence (P9WQA3 whole entry, looked up): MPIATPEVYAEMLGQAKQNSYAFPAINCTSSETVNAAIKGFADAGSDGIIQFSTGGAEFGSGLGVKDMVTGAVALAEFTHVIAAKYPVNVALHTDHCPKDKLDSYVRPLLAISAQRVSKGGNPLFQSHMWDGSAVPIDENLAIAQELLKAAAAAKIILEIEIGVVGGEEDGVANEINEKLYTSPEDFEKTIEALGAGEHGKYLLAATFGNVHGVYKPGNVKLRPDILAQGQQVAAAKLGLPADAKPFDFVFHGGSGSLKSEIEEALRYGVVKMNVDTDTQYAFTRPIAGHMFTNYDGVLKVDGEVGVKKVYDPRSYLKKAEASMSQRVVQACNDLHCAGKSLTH
FadD28 binding: blocks FadD28 binding to the bisubstrate probe; fluorescence polarization; actives 0.22% (n = 360,000); AID 588549; inhibition, % at 12.5 µM; in the data active means inhibition above about 8.5%, passing the limit was not always enough; inconclusive means no clear call, values can overlap the other calls
VHR inh abs: blocks human VHR1 dual specificity phosphatase. P51452. recombinant VHR phosphatase, pNPP absorbance. inhibition, % at 13.3 µM. actives 0.52% (n = 290,000). AID 1654; in the data active means inhibition above about 50%; further: some compounds called inactive have numbers as strong as hits
Target sequence (P51452 whole entry, looked up): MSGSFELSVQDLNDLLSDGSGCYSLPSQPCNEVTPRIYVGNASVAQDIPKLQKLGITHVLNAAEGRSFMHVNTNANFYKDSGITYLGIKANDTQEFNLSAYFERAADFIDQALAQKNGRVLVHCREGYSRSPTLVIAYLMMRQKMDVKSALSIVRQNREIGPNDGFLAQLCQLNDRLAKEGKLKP
CCHF vOTU inh: CCHFV vOTU protease inhibition; actives 0.55% (n = 370,000); inhibition, % at 11.5 µM; Pep-AMC fluorescence; further: 0% = vehicle wells with enzyme and 100% = no enzyme wells
* hit, by the source's call; u = inconclusive; x = not tested or not shown. Unless noted, no stated cut-off is given here; in the data, active means inhibition above about 30%; inactive means the rest.

SMILES	Rv3671c protease	Mtb BioA inh	GDH-TPI inh	MazEF act	BoNT-F LC inh	UGM FP inh	Mtb FBA inh	FadD28 binding	VHR inh abs	CCHF vOTU inh
CN(C(=O)CN1C(=O)NC(c2ccccc2)(c2ccccc2)C1=O)C1CCS(=O)(=O)C1 (stereo not drawn)	5.5	1.4	-6.5	-2.1	8.2	-0.4	2.9	1.8	x	4.4
O=C(CSc1nnc(-c2ccc(OC(F)F)cc2)o1)NC(=O)NCc1ccco1	-1.6	-0.2	1.9	4.9	7.5	0.5	4.7	-1.0	33.8	2.2
COc1ccccc1C(=O)CN1C(=O)NC2(CCc3ccccc32)C1=O (stereo not drawn)	5.4	1.0	14.3	-6.2	13.3	x	0.4	-3.4	x	-0.5
O=C(Nc1cccc([N+](=O)[O-])c1)Nc1ccc2c(c1)OCCO2	1.2	x	5.4	9.3	-1.3	-0.7	0.8	4.5	13.8	8.4
CCCCC(=O)Oc1cc(C)[nH]c(=O)c1[N+](=O)[O-]	1.7	x	5.8	-0.4	-6.6	-0.8	-4.0	1.1	-7.4	13.0
O=C1CC(c2ccccc2)n2ncnc2N1 (stereo not drawn)	-3.8	0.5	4.1	0.4	-3.3	0.7	0.0	-4.1	6.4	2.4
O=C(NCc1cccnc1)C1CC(c2cccc(Br)c2)=NO1 (stereo not drawn)	-10.3	4.8	14.0	3.7	u	-3.6	1.1	1.4	10.7	-3.2
COC(C)(C)[C@]12CC(O)(C(C)C)ON1[C@H]1CCCCC1N2O (stereo partly drawn)	3.0	-0.6	-3.1	-2.8	-9.1	0.4	0.0	-1.7	27.8	6.3
Cc1ccc(CN2C(=O)c3ccccc3C2C(=O)NCC2CCCO2)cc1 (stereo not drawn)	-9.6	1.0	-0.5	4.3	-5.4	-1.1	-2.1	-3.0	-15.9	-11.3
CC1CCN(C(=O)Cn2ncc3c([nH]c4ccccc43)c2=O)CC1	3.1	-1.5	11.1	3.0	8.3	1.3	13.4	-4.5	2.8	9.9
CCCCNC(=O)c1onc(CSc2ccccc2)c1C(=O)NCCCC	-20.6	-0.5	-2.5	-4.0	4.4	1.0	0.1	-3.4	x	6.2
COc1ccc(NC(=O)CSc2nnc(COc3ccccc3)n2Cc2ccco2)cc1OC	4.1	x	-1.6	2.6	-3.7	1.9	0.7	-2.5	8.6	-5.7
CCCCn1c(NCCC)nc2c1c(=O)[nH]c(=O)n2C	x	-1.0	2.6	8.2	-6.1	x	-0.3	0.0	-7.5	-5.5
Cc1cccc(C(=O)O)c1NC(=O)Cc1cccc2ccccc12	-0.1	-0.2	6.4	-4.6	u	-0.2	3.1	-0.2	-7.9	6.7
Cc1nc(C2COc3ccccc3O2)sc1C(=O)O (stereo not drawn)	5.5	x	-16.2	-4.2	u	2.2	3.2	-3.5	17.0	-4.1
CC(C)COc1ccc(C(=O)CCN2CCCCC2)cc1	-1.6	0.3	-11.4	2.4	3.9	-0.5	-1.9	-3.7	18.2	3.0
CCOc1ccccc1CNC(=O)CCNC(=O)Cn1ccc2ccccc2c1=O	-2.0	1.4	12.7	-7.2	-18.1	1.4	-7.8	-2.3	-3.8	-7.4
CCOc1ccc(CCNC(=O)c2nnn(CC(=O)Nc3c(C)cc(C)cc3C)c2N)cc1OCC	3.8	0.1	3.0	9.2	-0.1	-0.7	-6.7	0.7	2.8	5.6
COC(=O)C1=C(C)NC(C)=C(C(=O)OCC(C)C)C1c1ccccc1[N+](=O)[O-] (stereo not drawn)	2.9	-1.8	2.4	7.2	-2.7	-1.0	1.0	2.4	x	24.9
Cc1ccc(-c2ccc(CCC(=O)O)n2-c2cccc(O)c2)cc1	4.8	1.0	14.7	-0.4	-1.1	1.1	2.3	-1.9	30.3	11.4
CC(C)CNC1CS(=O)(=O)CC1O (stereo not drawn)	-3.7	-1.4	-1.2	4.1	-4.7	0.4	2.0	-1.2	3.7	-2.8
O=C(NCC1CCCO1)c1ccc(NS(=O)(=O)c2cccs2)cc1 (stereo not drawn)	2.8	0.8	2.6	-29.4	-5.2	-3.6	-7.3	-1.7	10.1	14.3
CCc1ccccc1OCCOc1ccc(C)cc1OC	-0.8	-1.9	11.0	-2.9	u	0.6	2.4	-0.6	27.1	4.3
CC(=O)N1c2ccc(S(=O)(=O)NCC3CCC(C(=O)N4CCCC(C)C4)CC3)cc2CC1C (stereo not drawn)	-0.4	-0.1	-5.0	-1.8	2.4	1.8	2.2	-4.9	22.4	4.8
Cc1ccnc(NC(=S)NC(=O)c2ccco2)c1	-3.1	x	1.5	2.5	-4.4	x	0.8	-2.4	26.1	0.9
CCCCCCCCCCCCCCCC[N+](C)(C)C	9.6	19.9	-8.2	-20.4	-16.5	-3.2	1.6	23.9*	x	16.4
O=C(Nc1ccc(F)cc1)c1cccc(N2C(=O)C3C4CCC(C4)C3C2=O)c1 (stereo not drawn)	-3.8	x	0.0	1.6	-2.0	3.3	-3.7	-2.2	-1.8	0.6
CCCn1nnc(NC(=S)NC(=O)c2ccc(-c3ccc(Br)cc3)o2)n1	-4.9	x	34.6*	-4.9	u	-0.3	4.0	-0.9	4.9	-13.4
COCCNC(=O)C(=O)NCC1OCCN1S(=O)(=O)c1cccs1 (stereo not drawn)	9.6	-0.1	4.3	-0.7	-12.6	-0.4	-0.2	-3.0	16.6	-8.3
CSc1ccccc1NC(=O)Cc1ccc(Br)cc1	-5.2	x	6.5	-2.9	-7.0	1.9	0.6	0.2	-2.2	1.6
O=c1[nH]c2cccc(Cl)c2c2ccccc12	x	-1.9	5.3	-5.8	0.8	x	3.6	-0.3	x	7.0
CCC(C)N1CC23C=CC(O2)C(C(=O)OC)C3C1=O (stereo not drawn)	-2.9	0.2	-2.0	12.0	2.2	-1.0	1.3	-3.2	10.8	1.7
Cc1ccc(S(=O)(=O)N2CCCCC2)cc1NC(=O)CCCOc1ccccc1	x	0.0	4.2	-3.6	-3.3	x	-1.9	-2.2	x	7.7
CN(CCNC(=O)c1ccc(CS(=O)(=O)c2c(Cl)cccc2Cl)o1)CCc1ccccc1	-8.2	x	1.0	6.8	-8.6	-2.7	0.3	-3.6	7.4	3.5
CC(C)CCNC(=O)C1CCC(CNS(=O)(=O)c2cccc3nsnc23)CC1 (stereo not drawn)	1.9	-2.4	-0.8	13.5	-3.4	2.8	0.2	-1.8	2.3	x
COc1ccc(-c2nnc(SC3CCOC3=O)n2C2CCCCC2)cc1OC (stereo not drawn)	-2.4	9.5	-1.4	-0.3	-28.9	-1.4	1.6	-1.1	11.3	-20.7
CC1(C2CCC3C4CCC5CC6(CCC5(C)C4C(=O)CC32C)OCCO6)OCCO1 (stereo not drawn)	x	0.9	7.9	-8.7	-1.1	x	3.8	-2.4	x	16.4
O=C(NCCNC(=O)c1ccccc1Br)c1ccccc1Br	6.2	0.6	7.7	-15.6	x	-0.3	-3.6	-2.0	-3.8	-9.4
CC1(C)CC(=O)C(C=NCCN2CCN(C(=O)c3ccc(F)cc3)CC2)=C(O)C1	-2.2	0.1	12.8	6.5	10.4	2.6	-11.1	-1.8	13.4	-11.1
COc1ccc(NC(=O)C2CCCN2C(=O)NCc2ccccc2)c(OC)c1 (stereo not drawn)	-0.1	-0.1	1.4	4.2	5.4	-1.4	5.9	-2.4	20.0	-2.6
O=C(Nc1ccccc1Cl)c1cc(C2CCCCN2C(=O)OCCF)on1 (stereo not drawn)	x	0.0	-7.3	x	5.2	x	11.8	-3.2	x	6.4
CN1C(=O)/C(=C\c2ccc(OC(=O)c3ccco3)cc2)SC1=S	1.8	-0.2	-5.0	21.0	2.4	0.8	2.8	-2.5	1.9	5.7
C=CCN1C(=O)C2(C(C(=O)OCC)=C(N)Oc3c2c(=O)oc2ccccc32)c2ccccc21 (stereo not drawn)	3.3	0.4	0.6	7.8	-4.5	3.4	2.9	-5.2	13.2	-8.6
CC(C)Sc1nc2c(c(=O)[nH]1)C(c1cccs1)C1=C(CC(C)(C)CC1=O)N2 (stereo not drawn)	-3.5	4.0	14.9	4.0	-2.6	-2.1	2.6	-3.6	40.6	3.2
COc1ccc(OCCCC(=O)N(C)CC(=O)Nc2c(C)cccc2C)cc1	-9.3	-0.7	4.2	-0.3	10.7	3.7	3.3	-1.7	x	-8.4
COC(=O)c1cc(NC(=O)CSc2nnc(CN3CCOCC3)n2C)ccc1Cl	-4.9	1.0	-6.1	2.9	-2.8	-1.3	-2.8	-2.5	8.5	7.3
COC(=O)c1cc2ccsc2n1Cc1cc(=O)n2ccccc2n1	-6.2	3.8	13.9	10.6	4.1	0.1	-1.1	-1.1	-7.8	-0.7
O=C(Nc1ccccc1F)c1ccc(-c2cccc([N+](=O)[O-])c2)o1	-1.7	-4.3	1.4	-4.8	-5.5	-0.5	-2.4	-0.7	-34.7	13.9
COc1ccc(S(=O)(=O)NC(CC(=O)NCCc2ccc(OC)c(OC)c2)c2ccco2)cc1 (stereo not drawn)	-4.0	x	10.1	4.2	-1.3	x	-1.2	-4.8	-7.7	-0.9
CCOC(=O)c1ccc(NC(=O)CSc2nc(SC)ns2)cc1	-9.2	0.5	-1.9	-1.0	5.1	1.2	-4.3	-7.0	3.6	19.4
Further entries follow.
SMILES	Rv3671c protease	Mtb BioA inh	GDH-TPI inh	MazEF act	BoNT-F LC inh	UGM FP inh	Mtb FBA inh	FadD28 binding	VHR inh abs	CCHF vOTU inh
CCn1c(-c2ccccc2O)n[nH]c1=S	-0.3	x	15.8	1.4	-1.0	0.6	-0.5	-2.0	-19.5	-6.2
Fc1ccc2nc(Nc3nc4c(s3)CCCC4)sc2c1	4.9	-2.0	8.8	-8.7	18.8	-0.4	14.6	-3.4	7.3	-2.2
O=C(CNC(=O)c1ccccc1C(F)(F)F)N/N=C/c1cccs1	-0.4	-3.1	12.9	5.5	-1.5	-0.6	-0.6	0.0	-27.1	-0.9
COc1ccc(Br)cc1C(=O)Nc1cccc(C)c1	2.5	x	3.4	1.3	-7.5	-1.9	-1.9	-0.3	-8.1	8.4
Cn1nnnc1Sc1ncnc2scc(-c3ccccc3C(F)(F)F)c12	-4.2	1.8	-0.9	6.8	-8.9	-1.1	4.7	-16.3	x	18.1
CN(CC(=O)Nc1cccc(F)c1)C(=O)Cn1cnc2c1c(=O)n(C)c(=O)n2C	8.1	x	-1.4	10.3	-3.1	-1.4	-2.2	-5.0	x	-3.7
NC(=O)c1cccc(Nc2nc(C(N)Cc3ccc(C(F)(F)F)cc3)cs2)n1 (stereo not drawn)	x	-2.2	8.0	x	-22.2	x	-0.1	-8.1	x	16.4
CCOC(=O)c1sc(NC(=O)Nc2ccc(Cl)cc2)cc1C	-87.3	-0.6	12.8	1.8	-14.7	-1.8	4.1	24.8*	27.4	10.6
COc1cc(F)ccc1CN1CCC(C(=O)Nc2ccc(Oc3ccccc3)nc2)CC1	3.1	-0.4	3.5	7.0	4.0	-1.0	-2.3	-1.3	-9.3	0.6
COc1cccc(CN2CC(C(=O)NCCCc3ccc(C)cc3)CCC2=O)c1 (stereo not drawn)	0.4	-1.0	-2.7	1.4	-9.8	0.7	-8.0	-3.4	1.6	9.2

Fetched one by one from above (4):
SMILES	Rv3671c protease	Mtb BioA inh	GDH-TPI inh	MazEF act	BoNT-F LC inh	UGM FP inh	Mtb FBA inh	FadD28 binding	VHR inh abs	CCHF vOTU inh
NC(=O)c1cccc(Nc2nc(C(N)Cc3ccc(C(F)(F)F)cc3)cs2)n1 (stereo not drawn)	x	-2.2	8.0	x	-22.2	x	-0.1	-8.1	x	16.4
CN(CC(=O)Nc1cccc(F)c1)C(=O)Cn1cnc2c1c(=O)n(C)c(=O)n2C	8.1	x	-1.4	10.3	-3.1	-1.4	-2.2	-5.0	x	-3.7
O=C(CNC(=O)c1ccccc1C(F)(F)F)N/N=C/c1cccs1	-0.4	-3.1	12.9	5.5	-1.5	-0.6	-0.6	0.0	-27.1	-0.9
CCOC(=O)c1sc(NC(=O)Nc2ccc(Cl)cc2)cc1C	-87.3	-0.6	12.8	1.8	-14.7	-1.8	4.1	24.8*	27.4	10.6

Screening results deposited in PubChem BioAssay by several laboratories.
